Screening data (PubChem BioAssay)
IP6K1 inh – inhibitors of human IP6K1. AID 1645851. activity change, % (series mostly up to about 58 µM). IP6K1 kinase, ADP-Glo luminescence, 2 h; active compounds read low. Q92551. 140,000 tested, 0.81% active; in the data active = activity change below about -25%
Target sequence (Q92551 whole entry, looked up): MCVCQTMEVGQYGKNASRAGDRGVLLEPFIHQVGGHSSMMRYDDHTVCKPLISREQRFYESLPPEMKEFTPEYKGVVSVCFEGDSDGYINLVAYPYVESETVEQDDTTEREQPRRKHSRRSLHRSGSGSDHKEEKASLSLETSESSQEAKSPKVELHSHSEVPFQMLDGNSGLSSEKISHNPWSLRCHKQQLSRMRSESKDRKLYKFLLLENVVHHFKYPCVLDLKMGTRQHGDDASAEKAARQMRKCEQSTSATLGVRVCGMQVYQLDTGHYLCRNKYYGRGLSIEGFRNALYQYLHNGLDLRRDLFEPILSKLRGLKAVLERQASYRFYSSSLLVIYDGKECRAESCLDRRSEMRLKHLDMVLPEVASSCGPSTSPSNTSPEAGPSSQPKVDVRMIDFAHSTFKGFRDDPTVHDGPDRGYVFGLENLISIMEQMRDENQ
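ADP-Glo luminescence measures ADP made by human IP6K1 during a 2 h RT reaction with ATP/IP6 (mix at 1.3 mM/130 uM); top library doses 57.5 and 19.1 uM final.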
HEK293 tox – cytotoxic compounds in HEK 293 cells. 94,000 tested, 6.6% active. HEK 293 viability, ATP luminescence (CellTiter-Glo), 48-72 h. AID 1345083. Potency, µM (top dose mostly 115 µM), for inactives: top-dose activity change, negative = cytotoxicity, most hits filed as inhibitors; note: potency is the fitted concentration of half-maximal effect; nearly all actives have a fitted effect of over 60% in size
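250 HEK 293 cells/well; compound by pintool; incubated 48 or 72 hr at 37 degree Celsius; CellTiter-Glo added, 10 min RT, luminescence imaged.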
GPT2 inh – blocks human glutamate pyruvate transaminase 2; Q8TD30; Potency, µM (titrated, usually from 57.7 µM), inactives show at the highest dose activity change, negative = inhibition, most hits filed as inhibitors; 100,000 tested, 0.25% active; Recombinant GPT2, coupled pyruvate oxidase/HRP Amplex Red fluorescence; note: potency is the fitted concentration of half-maximal effect; nearly all actives have a fitted effect of over 60% in size; many of its hits are not listed in these tables
Target sequence (Q8TD30 whole entry, looked up): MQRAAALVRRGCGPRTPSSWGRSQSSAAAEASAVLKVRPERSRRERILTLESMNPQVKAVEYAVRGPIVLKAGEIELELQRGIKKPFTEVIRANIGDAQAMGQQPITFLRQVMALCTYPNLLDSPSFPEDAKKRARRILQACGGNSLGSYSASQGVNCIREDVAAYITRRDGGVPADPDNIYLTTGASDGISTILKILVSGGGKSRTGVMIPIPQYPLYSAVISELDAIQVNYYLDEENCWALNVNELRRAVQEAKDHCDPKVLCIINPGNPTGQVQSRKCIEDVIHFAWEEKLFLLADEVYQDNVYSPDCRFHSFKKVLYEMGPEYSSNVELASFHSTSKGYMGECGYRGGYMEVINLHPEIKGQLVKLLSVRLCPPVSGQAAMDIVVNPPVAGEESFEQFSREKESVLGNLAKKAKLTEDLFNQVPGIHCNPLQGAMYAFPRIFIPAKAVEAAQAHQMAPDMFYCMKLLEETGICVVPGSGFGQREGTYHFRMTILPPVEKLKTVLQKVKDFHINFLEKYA
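Fluorescence read-out: pyruvate from GPT2 turnover coupled to pyruvate oxidase, HRP and Amplex Red (0.2mM ThPP, 0.2U/mL PO and HRP, 50uM Amplex final). Substrates 250uM a-KG, 2mM L-alanine; enzyme 10ng/uL; 30 min RT.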
HEK293 viab – reduces viability of HEK-293 SNCA reporter cells. AID 1671193. Potency, µM (highest dose often 57.1 µM), for inactives: at the top dose activity change, negative = cytotoxicity, usual class: cytotoxic. 150,000 tested, 0.12% active. HEK-293-SNCA-luc viability, GF-AFC fluorescence, 24 h;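 note: potency is the fitted concentration of half-maximal effect; 0% = DMSO-treated cells and -100% = medium-only wells without cells; nearly all actives have a fitted effect of over 30% in size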
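Cytotoxicity counterscreen: after 24 h compound treatment of genome-edited SNCA-luciferase HEK-293 cells, live-cell protease substrate GF-AFC read by fluorescence after 30 min; activity scaled between DMSO (0%) and medium-only (-100%), curves Hill-fitted.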
Luciferase inh – inhibitors of firefly (Photinus pyralis) luciferase | Potency, µM (series often up to 115 µM), without a hit: at the top dose activity change, negative = inhibition, most hits filed as inhibitors | 76,000 tested, 2.5% active | purified P. pyralis luciferase, luminescence, biochemical | P08659; note: potency is the fitted concentration of half-maximal effect; nearly all actives have a fitted effect of over 65% in size
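Luminescence read by CCD imager after adding enzyme (10nM final) to wells holding compound, titrated in qHTS. Substrates 10uM each D-luciferin and ATP; buffer 50mM Tris acetate pH 7.5, 10mM Mg acetate, Tween-20, BSA.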
SNCA expr inh – SNCA gene expression inhibition; HEK-293 SNCA-luciferase knock-in, luminescence, 24 h; Potency, µM (series often up to 57.2 µM), for inactives: at the highest dose activity change, negative = inhibition, most hits filed as inhibitors; 140,000 tested, 0.17% active; AID 1671194;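 note: potency is the fitted concentration of half-maximal effect; plate controls were DMSO cells for no effect and cell-free wells for full effect; nearly all actives have a fitted effect of over 45% in size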
3T3 cytotox – NIH 3T3 cell cytotoxicity | NIH 3T3 viability, CellTiter-Glo ATP luminescence, 48-72 h | Potency, µM (series often up to 96.7 µM), without a hit: at the top dose activity change, negative = cytotoxicity, usual class: inhibitors | 94,000 tested, 4.3% active; note: potency is the fitted concentration of half-maximal effect; nearly all actives have a fitted effect of over 55% in size
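ATP-dependent luminescence (CellTiter-Glo) served as the viability signal for NIH 3T3 cells treated with compound for 48 or 72 hr at 37 °C.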
The depositor's hits bear a star; i = inactive; u = inconclusive; x = no result given; [ ] = remark or other dose. Unless noted, calls come from the whole dose curve; as a rule, active = well fitted curve in the direction sought with a large enough effect; inconclusive = small, poorly fitted or top-dose-only effect, or another doubt; inactive = no such curve, though single readings can be large; an effect the other way counts as inactive or inconclusive. Unless noted, % is set by controls: 0 for no effect and ±100 for the full control effect. Some of the compounds tested; count on the stated rates, not on these rows.

no. | Structure | HEK293 tox | Luciferase inh | 3T3 cytotox | GPT2 inh | SNCA expr inh | IP6K1 inh | HEK293 viab
1 | O=C1NCCCCCCN(C(=O)c2ccoc2)[C@H]2CCC[C@@H]12 | -26% | 7% | -4% | i | u | 6 | -3%
2 | CCCCS(=O)(=O)Nc1ccc([C@H]2OCC(=O)N(Cc3ccccc3)[C@@H]2CO)cc1 | u | -3%[172 µM] | u | -6%[88.5 µM] | u | -5 | -8%[87.6 µM]
3 | COc1ccc(CCNC(=O)CS(=O)(=O)Cc2nc(-c3cccc(Cl)c3)oc2C)cc1OC | x | x | x | x | -6% | -1 | -13%
4 | CC(C)Oc1ccccc1CN1CCc2nc(N(C)C)[nH]c(=O)c2CC1 | -15% | 0% | -7% | -13% | 2% | 3 | 14%
5 | COc1ccc(C(=O)N[C@@H]2CCC[C@@H]2C(=O)NCCc2ccccc2)cn1 | -29% | 3% | -21% | 1% | 9% | 11 | u
6 | COc1ccccc1Nc1ccnc(N2CCCC(C(=O)N3CCOCC3)C2)n1 (stereo unspecified) | u | x | -42% | i | 6% | 17 | -16%[12.5 µM]
7 | C[S+](=O)([O-])N1Cc2ccccc2CC2(CCCCN2Cc2ccncc2)C1 (stereo unspecified) | -28% | x | -11% | -10% | 1% | -2 | 2%
8 | COc1ccccc1-c1nc(C(=O)N2CCOCC2)n2ccccc12 | i | x | 3% | -11% | 2% | -11 | 1%
9 | Cc1cc(C)cc(-n2c(SCC(=O)Nc3cccc(F)c3)nc3c([nH]c4ccccc43)c2=O)c1 | x | x | x | x | 30%[activator] | 7 | 1%
10 | CCC(=O)N1CCc2cc(S(=O)(=O)NC(C(=O)NCc3ccccc3Cl)C(C)C)ccc21 (stereo unspecified) | x | x | x | x | 5% | 3 | 7%
11 | C=C(C)C(=O)O[C@H]1CC2=CC(C/C(C)=C\[C@H]3OC(=O)C(=C)[C@H]13)OC2=O (stereo partly specified) | x | x | x | u | x | 7 | u
12 | CN(C)C1CCCN(C(=O)c2ccc(CN3CCCC3)o2)CC1 (stereo unspecified) | -30% | -14% | -8% | i | 16% | 13 | -1%

Further records.
no. | Structure | HEK293 tox | Luciferase inh | 3T3 cytotox | GPT2 inh | SNCA expr inh | IP6K1 inh | HEK293 viab
13 | CCCN(C(=O)C1CCN(S(=O)(=O)c2c(C)noc2/C=C/c2ccc(C)cc2)CC1)c1ccccc1F | x | x | x | x | -2% | -16 | -4%
14 | Cn1nc(C2CCCN(C(=O)c3cccnc3)C2)n(-c2ccccc2)c1=O (stereo unspecified) | 0% | -4% | i | -10% | -6% | 0 | -1%
15 | Cc1c(F)cccc1NC(=O)N1CCCC(c2noc(COc3ccccc3F)n2)C1 (stereo unspecified) | u | 14µM* | u | i | 136%[activator] | 4 | 12%
16 | Cn1nccc1C(=O)N1CCC(Cc2nc(C3CC3)n[nH]2)C1 (stereo unspecified) | 4% | 8% | -2% | i | -27% | -4 | 8%
17 | CSc1oc(-c2ccc(F)cc2)nc1S(=O)(=O)c1ccc(Br)cc1 | x | x | x | x | 15% | -11 | 7%
18 | COc1ccc(NC(=O)c2cc(-c3ccc[nH]3)n[nH]2)cc1OC | -20% | u | -10% | i | -16% | -2 | -25%
19 | COc1ccc(-n2c(=O)c3c4c(sc3n3c(SCCC(C)C)nnc23)COC(C(C)C)C4)cc1 (stereo unspecified) | x | x | x | x | 46%[activator] | 10 | -5%
20 | Cc1cc(C(=O)N2C[C@@H](COCC3CC3)[C@H](c3ccncc3)C2)no1 | -5% | -5% | u | -9% | -7% | 0 | 2%
21 | COc1ccc(NC(=O)c2cc(S(=O)(=O)N3CCOCC3)cn2C)cc1Cl | x | x | x | x | -8% | -8 | 4%
22 | CC[C@H]1CN(C(=O)c2ccccc2)CC[C@H]1CC(=O)N1CCOCC1 | i | -5%[172 µM] | 3%[174 µM] | 1%[88.5 µM] | 16%[87.6 µM] | 9 | 1%[87.6 µM]
23 | CN1C(=O)C(CC(=O)NCC2CC2)=C2CCCCC21 (stereo unspecified) | -1% | 3% | -7% | -14% | -2% | 34 | -3%
24 | CC1CCC2(CC1)OCC(C(=O)NC(C)(C)C)N2C(=O)c1ccc(F)cc1 (stereo unspecified) | u | 4% | u | -7% | 3% | -10 | 4%

The list goes on:
no. | Structure | HEK293 tox | Luciferase inh | 3T3 cytotox | GPT2 inh | SNCA expr inh | IP6K1 inh | HEK293 viab
25 | C[C@](Cc1c[nH]c2ccccc12)(NC(=O)OC1C2CC3CC(C2)CC1C3)C(=O)NC[C@H](NC(=O)CCC(=O)O)c1ccccc1 (stereo partly specified) | x | x | x | -4% | -1% | x | 4%
26 | CNC(C)c1cccc(F)c1 (stereo unspecified) | 2%[230 µM] | x | i | i | -28%[87.6 µM] | -2 | 0%[87.6 µM]
27 | NC(=O)C(=O)O | x | x | x | i | 11% | x | -2%
28 | CC1(COc2ccccc2)COc2ccc(C(=O)NCc3cccc(F)c3)cc2N1 (stereo unspecified) | u | -11%[172 µM] | u | -46%[88.5 µM] | -35%[87.6 µM] | 5 | -16%[87.6 µM]
29 | Cc1cc(C)c(C#N)c(N2CCC3(CCC(=O)N(CC(C)O)C3)CC2)n1 (stereo unspecified) | -21% | 1% | -19% | 4% | 2% | 21 | -10%
30 | O=C(Cc1ccc(Cl)cc1)N1CCC(n2cc(-c3nc(-c4ccccc4)no3)nn2)CC1 | u | 3% | -8% | -4% | 70%[activator] | 0 | 3%
31 | CCCc1noc(-c2cn(C3CCN(C(=O)c4ccc(OCC)cc4)CC3)nn2)n1 | -28% | -6% | u | 4% | u | 2 | 6%
32 | CN1CCCCCCN(C(=O)c2nccc3ccccc23)[C@H]2CCC[C@H]2C1=O | -20% | 6% | 3% | 2% | -2% | -9 | -1%
33 | O=C(Nc1ccc(Cl)cc1Cl)c1cn2c(n1)CN(C(=O)c1cccnc1)CC2 | u | x | u | i | -6% | 5 | -20%
34 | CCOCCNC(=O)C1CCCCN1Cc1ccc(-c2cccs2)cc1 (stereo unspecified) | u | x | 40µM* | i | -10% | -9 | 2%[12.5 µM]
35 | CCOc1ccccc1C1NC(=O)N(CC(=O)NCc2ccc(F)cc2)C2=C1C(=O)OC2 (stereo unspecified) | -1% | 13% | -9% | 1% | u | 5 | -6%
36 | Cc1ccc(S(=O)(=O)Cc2noc([C@@H]3C[C@@H](O)CN3C3CCOCC3)n2)cc1 | 3%[172 µM] | 1%[172 µM] | 4%[174 µM] | i | 20%[87.6 µM] | 12 | 4%[87.6 µM]

Reprinted, entries 26 to 27
no. | Structure | HEK293 tox | Luciferase inh | 3T3 cytotox | GPT2 inh | SNCA expr inh | IP6K1 inh | HEK293 viab
26 | CNC(C)c1cccc(F)c1 (stereo unspecified) | 2%[230 µM] | x | i | i | -28%[87.6 µM] | -2 | 0%[87.6 µM]
27 | NC(=O)C(=O)O | x | x | x | i | 11% | x | -2%

Later entries
no. | Structure | HEK293 tox | Luciferase inh | 3T3 cytotox | GPT2 inh | SNCA expr inh | IP6K1 inh | HEK293 viab
37 | CCOC(=O)C1CCN(C(=O)c2cc3ccc4ccc(C)[nH]c4c3n2)CC1 | x | x | x | x | 104%[activator] | 9 | -12%
38 | CCCN(CC1CCOC1)C(=O)CCCc1ccccc1 (stereo unspecified) | -5% | -11% | -3% | u | -10% | 11 | -5%
39 | Cc1ccc(CN(C)C(=O)c2ccccc2OC2CCN(Cc3ccccn3)CC2)o1 | -7% | 1% | -18% | i | 0% | 0 | -2%
40 | COCCN1CCN(C[C@@H]2C=C(C)[C@H](Cc3nnc(C)o3)C[C@H]2C(C)C)CC1 | 89µM* | 9%[172 µM] | u | -1%[88.5 µM] | -11%[87.6 µM] | -4 | -6%[87.6 µM]
41 | O=C(c1nc(-c2ccc(Cl)cc2)n2c1CCCCC2)N1CCN(c2ccccc2F)CC1 | x | x | x | x | 58%[activator] | 15 | u
42 | CCC1Oc2ccc(NC(=O)c3ccc4c(c3)OCO4)cc2CN(Cc2ccc(F)cc2)C1=O (stereo unspecified) | 14µM* | u | u | i | -16% | -6 | -1%
43 | O=C(Nc1ccc(F)cc1)c1cc2cccnn2n1 | u | 14µM* | u | i | 80%[activator][87.6 µM] | 4 | -8%[87.6 µM]
44 | O=C(Cc1cccs1)NC1CCCN(c2cc(-c3ccccc3)[nH]n2)C1 (stereo unspecified) | u | -25% | -25% | -21% | 1% | 31 | 0%
45 | Cc1ccc(C(=O)c2cn(Cc3cccc(F)c3)c3nc(C)ccc3c2=O)cc1 | x | x | x | x | u | 4 | u
46 | Cc1ccc(-n2c(=O)c3c(C)c(C)sc3n(Cc3ccc(F)cc3Cl)c2=O)cc1C | x | x | x | x | 4% | 11 | 3%
47 | COc1ccc(NC(=O)N[C@H]2C[C@@H](c3nc(-c4ccncc4)no3)N(C)C2)cc1 | -30%[172 µM] | 6%[172 µM] | -11%[174 µM] | -17%[88.5 µM] | 8%[87.6 µM] | 1 | 2%[87.6 µM]
48 | COc1cccc([S+](=O)([O-])N2CCn3c(nn(-c4ccc(Cl)cc4)c3=O)C2)c1 | -22% | x | -1% | -3% | -34% | 0 | u

Compound profiles, as listed above. Order of values: HEK293 tox | Luciferase inh | 3T3 cytotox | GPT2 inh | SNCA expr inh | IP6K1 inh | HEK293 viab
Record of Cc1ccc(CN(C)C(=O)c2ccccc2OC2CCN(Cc3ccccn3)CC2)o1 : -7% | 1% | -18% | i | 0% | 0 | -2%
Record of COc1ccc(C(=O)N[C@@H]2CCC[C@@H]2C(=O)NCCc2ccccc2)cn1 : -29% | 3% | -21% | 1% | 9% | 11 | u
Record of COCCN1CCN(C[C@@H]2C=C(C)[C@H](Cc3nnc(C)o3)C[C@H]2C(C)C)CC1 : 89µM* | 9%[172 µM] | u | -1%[88.5 µM] | -11%[87.6 µM] | -4 | -6%[87.6 µM]
Record of COc1ccc(NC(=O)c2cc(S(=O)(=O)N3CCOCC3)cn2C)cc1Cl : x | x | x | x | -8% | -8 | 4%

Going on with the list.
no. | Structure | HEK293 tox | Luciferase inh | 3T3 cytotox | GPT2 inh | SNCA expr inh | IP6K1 inh | HEK293 viab
49 | Cc1ccc(C)c(C(=O)N2CCC3(CC2)N(C)C(=O)CS3(=O)=O)c1 | -4% | 0% | 4% | -4% | 1% | 3 | -24%
50 | O=C(Nc1ccc(Cl)cc1)c1cc2nc(-c3ccc4c(c3)OCO4)cc(C(F)(F)F)n2n1 | x | x | x | x | 14% | -5 | 1%
51 | CCN1c2cc(C(=O)Nc3cccc(F)c3)ccc2C(=O)N2CCCCC21 (stereo unspecified) | u | u | u | -1% | 7% | 10 | 17%[12.5 µM]
52 | Cc1ccc2oc(=O)c3cc(C(=O)Nc4ccc(C)c(F)c4)sc3c2c1 | x | x | x | x | 10% | 7 | 2%
53 | COc1ccc(CCNC(=O)c2csc3c2CCCCC3)c(OC)c1 | x | x | x | x | 38%[activator] | -2 | 7%
